# Insulin prom inh: TRM-6 insulin promoter activity inhibition; TRM-6 cells (human fetal islet line), insulin promoter-eGFP reporter, imaging; reporter expression induced with tamoxifen; inhibition, % at 2 µM; 130,000 tested, 0.9% active; AID 1273;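 active = inhibition above the mean plus 3 SD, with well images judged a real hit on visual review, cut at about 60% in these data, passing the limit was not always enough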
# SDO1 yeast rescue: compounds rescuing growth of sdo1-depleted yeast, bone marrow failure model; S. cerevisiae sdo1-depleted JHY4D growth rescue, OD600 30 h; active compounds read high; pdr5 snq2 efflux-pump mutant strain; z-score at 10 µM; 140,000 tested, 0.21% active; AID 817;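 active = z-score above 3 at both the 24 hr and the 30 hr optical density reads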;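 also: z-score against mean and SD of all compound wells on the same plate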
# SDO1 yeast rescue Rescue 24 h: also measured in SDO1 yeast rescue; calls as there; z-score; S. cerevisiae sdo1-depleted JHY4D growth rescue, OD600; measured here: growth rescue at 24 h;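 0 is the plate mean of compound wells and units are plate SD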
# * hit, by the source's call; / = not tested or not shown.
SDO1 yeast rescue Rescue 24 h	SDO1 yeast rescue	Insulin prom inh	compound
0.84	1.1	/	O=C(NCC(c1cccs1)N1CCOCC1)c1cccc([N+](=O)[O-])c1 (stereo unspecified)
-0.48	0.1	-18	Cc1cc(OC(=O)c2cccs2)ccc1C(C)C
-0.33	-1.2	/	CCOC(=O)c1cc(-c2ccccc2)sc1NC(=O)c1ccc(OC)c(OC)c1
0.43	1.1	-25	CC(C)=CC(=O)Nc1ccccc1Br
0.41	-0.99	45	O=C(Nc1nc(-c2ccc(Cl)cc2)cs1)NC1CCCCC1
/	/	26	CC(=O)c1cccc(NC(=O)c2csc3c2CCCCC3)c1
0.56	0.35	-37	Cc1ccc(NC(=O)CCn2cnc3cc(C)c(C)cc32)cc1
0.25	-0.02	50	CCC(=O)/C=C1\Sc2ccccc2N1CC
1.2	1.1	13	COc1cc(NC(C)C(=O)N2CC(C)OC(C)C2)cc(OC)c1 (stereo unspecified)
-1.3	-0.48	32	COc1ccccc1C(=O)NC(C)c1ccccc1 (stereo unspecified)
0.35	0.17	-37	CCOC(CCn1c(SCc2ccc([N+](=O)[O-])cc2)nc2ccccc2c1=O)OCC
/	/	14	O=C(NCCN1CCOCC1)c1cc2cc(Cl)cc(Cl)c2oc1=O
-0.08	0.53	-26	Cc1cccc(C)c1NC(=O)CNC(=O)CCC(=O)c1cccs1
/	/	36	COC(=O)c1cc(C(=O)NCc2ccccc2)c(=O)[nH]c1C
-1.1	-1.5	/	COc1cccc(N2CCN(CC(=O)Nc3ccc(SC(F)F)cc3)CC2)c1
-1.9	-1.6	30	Clc1cccc(N/N=C/c2ccc(N3CCOCC3)s2)c1
0.18	0.31	/	O=C(O)c1c[nH]ccc1=O
-0.58	-0.52	-7	N#C/C(=C\c1ccc(N2CCOCC2)o1)C(=O)N1CCOCC1
0.86	0.79	17	COc1ccc(S(=O)(=O)N2CCC(C(=O)NCC3CCCO3)CC2)cc1 (stereo unspecified)
-1.8	-2.1	/	O=C(CCl)N1c2ccccc2OCC1c1ccccc1 (stereo unspecified)
0.87	0.4	50	CC(=O)NCCn1c(SCC(=O)NCC2CCCO2)nc2ccccc2c1=O (stereo unspecified)
1.1	1.6	30	CN(C)CCCNC(=O)c1cc(S(=O)(=O)N2CCOCC2)ccc1F
-0.59	-0.15	15	Cc1cccc(OCC(=O)N2CCC(c3ccccc3)C2)c1 (stereo unspecified)
-0.7	-0.8	/	COc1ccc(S(=O)(=O)NNC(=O)c2cc3c4ccccc4n(C)c3s2)cc1
-0.72	-0.53	11	COc1ccc(NC(=O)C23CC4CC(C2)CC(n2cnc(Br)n2)(C4)C3)c(C)c1
-0.68	-1.1	-19	Cc1ccc(NS(=O)(=O)c2cc(NC(=O)c3cc4c(s3)CCCC4)ccc2C)c(C)c1
1.7	1	0	Cc1ccc(C(CC(=O)O)Nc2nc(N3CCOCC3)nc(N3CCOCC3)n2)cc1 (stereo unspecified)
0.2	0.86	-30	Cc1cc(=O)[nH]c(-n2[nH]c3c(c2=O)CCCC3)n1
-0.25	-1.3	50	Cc1cc(N2CCN(c3ccccc3)CC2)n2cc(-c3ccccc3)nc2n1
1.3	0.94	/	O=C1CCc2cc(S(=O)(=O)NC(Cc3ccccc3)C(=O)NCCC3=CCCCC3)ccc2N1 (stereo unspecified)
/	/	30	Cc1ccc([N+](=O)[O-])cc1S(=O)(=O)N1CCN(C)CC1
0.45	0.34	/	Cc1ccc(S(=O)(=O)Nc2ccc3c(c2)c2c(n3S(=O)(=O)c3ccc(C)cc3)CCCC2=O)cc1

# Two neighbouring records from above, quoted:
SDO1 yeast rescue Rescue 24 h	SDO1 yeast rescue	Insulin prom inh	compound
/	/	30	Cc1ccc([N+](=O)[O-])cc1S(=O)(=O)N1CCN(C)CC1
0.45	0.34	/	Cc1ccc(S(=O)(=O)Nc2ccc3c(c2)c2c(n3S(=O)(=O)c3ccc(C)cc3)CCCC2=O)cc1

# Additional compounds.
SDO1 yeast rescue Rescue 24 h	SDO1 yeast rescue	Insulin prom inh	compound
/	/	7	Cc1ccc(NC(=O)C(=O)NCCN2CCN(S(=O)(=O)c3ccccc3)CC2)cc1C
-1.3	-0.53	19	Cc1ccc(N(Cc2ccc(C(=O)NN=C3CCN(C)CC3)cc2)S(C)(=O)=O)cc1C
-0.58	-0.88	/	CC1CCCC(NC(=O)C2CCCN2S(=O)(=O)c2cccc3nsnc23)C1C (stereo unspecified)
-0.34	-0.12	-17	CS(=O)(=O)N(Cc1ccc(C(=O)NCCSc2ccccn2)cc1)c1ccccc1
0.3	0.8	-6	O=C(NCCCn1ccnc1)c1cccc(S(=O)(=O)N2CCCCCC2)c1
-0.43	0.52	31	CC(O)C1C(=O)OC2(C)CC(C)(C)NC(=S)N12 (stereo unspecified)
/	/	30	COCCCNC(=O)CSc1nc2ccc(N3CCOCC3)cc2c(=O)n1CCc1ccccc1
-0.54	-0.61	/	CC(C)c1ccc(NC(=O)CCNS(=O)(=O)c2cccc3nsnc23)cc1
-0.31	-0.06	-9	CCc1ccc(N2C(=O)c3cc(N4CCOCC4)c([N+](=O)[O-])cc3C2=O)cc1
0.93	0.69	-19	CCOc1ccc(N2C(=O)CC(Sc3nc(-c4cccs4)cc(C(F)(F)F)c3C#N)C2=O)cc1 (stereo unspecified)
-0.42	-1.1	7	O=C(/C=C/c1cccc([N+](=O)[O-])c1)N1CCN(c2ccccc2F)CC1
-0.99	-0.12	/	CCN1CCN(c2cc(C)c3cc(NC(=O)c4ccc(OC)c(OC)c4)ccc3n2)CC1
-1.2	-1.1	-10	CCc1ccc(-c2nn(-c3ccccc3)cc2C2SCC(=O)N2Cc2ccco2)cc1 (stereo unspecified)
0.64	-0.87	-8	CN(C)S(=O)(=O)c1cccc(NC(=O)COC(=O)c2cn(-c3ccccc3)nc2-c2ccccc2)c1
0.54	0.58	-7	C/C(=N/NS(=O)(=O)c1ccc(C)cc1)c1ccc(NC(=O)C(F)(F)F)cc1
/	/	-29	CCOc1ccccc1OCCCC(=O)Nc1nc2ccccc2[nH]1
2.5	1.3	-33	Cc1cc(Cl)ccc1OCC(=O)N[C@@H](Cc1ccccc1)c1nc2ccccc2[nH]1
-0.29	-0.54	-19	O=C(Nc1ccccc1)c1ccccc1O
-1.2	-0.82	0	CC(C)(C)C1(C)OC(C(=O)NC2CCCCC2)C(C(=O)NC2CCCCC2)O1 (stereo unspecified)
-0.41	-0.15	-23	Cn1c(N/N=C/c2ccccc2)nc2sc3c(c2c1=O)CCC3
-0.2	-0.51	68	CC1(C)CC2CC(C)(CN2S(=O)(=O)c2ccc(C(=O)Nc3cc(S(=O)(=O)N4CCOCC4)ccc3Cl)cc2)C1 (stereo unspecified)
-0.61	-0.57	24	CCOC(=O)c1ccccc1NC(=O)Cc1sc(-c2cccnc2)nc1-c1ccc(C)cc1
0.83	-0.04	6	CCNc1nc(NCC)nc(N(C)n2cnnc2)n1
0.61	0.81	-205	O=c1c(C=NCCCn2ccnc2)c(-c2ccccc2)[nH]n1-c1nc2ccccc2s1
-1.5	-1.8	/	COC(=O)c1cc(OC)c(OC)cc1NC(=O)c1ccc(OC)cc1
0.08	0.04	-2	Cn1cccc1/C=N/NC(=O)c1ccc(OC(F)(F)C(F)F)cc1
-0.09	0.4	-34	CC(=O)NC(Cc1ccccc1)C(=O)NC1CCN(C(=O)c2cnccn2)CC1 (stereo unspecified)
0.47	0.9	-8	CC(=O)NC1=NN(C(C)=O)C(C)(c2ccc(C)cc2)S1 (stereo unspecified)
0.19	0.74	-25	Cc1cc(C)c(S(=O)(=O)NCC(=O)O)cc1C
-0.65	-0.76	21	Clc1ccc(-c2nc(-c3ccccn3)no2)cc1Cl
-0.31	0.18	10	Cc1nn(C)c(C)c1/C=N/NC(=O)C(C)(C)Oc1ccc(Cl)cc1
0.95	0.62	8	C=CCn1c(SCC(=O)Nc2nnc(CC)s2)nnc1-c1ccco1
-0.51	0.5	/	CCOc1cc(CN2CCN(c3ccc(C(C)=O)cc3)CC2)ccc1OC
1.4	1.2	-18	COc1ccc(Nc2cc(C)nc3ccccc23)cc1
/	/	25	C=CCN1C(=O)/C(=C/c2ccc(OC(C)=O)c(OCC)c2[N+](=O)[O-])SC1=S
/	/	23	CC1CCCC(C)N1/N=C/c1ccccc1OC(F)F (stereo unspecified)
0.4	1.7	-19	Cc1ccccc1Nc1nnc(SCC(=O)N(C)C2CCS(=O)(=O)C2)s1 (stereo unspecified)
-1.1	-1.6	/	CC(C)(C)S(=O)(=O)c1cnc2c(-c3ccc(Cl)cc3)cnn2c1N
0.39	0.34	50	O=C(NCC1CCCO1)c1ccc(CS(=O)(=O)Cc2ccc(F)cc2)o1 (stereo unspecified)
0.35	0.46	/	CCCCSc1nc(N)c(NC(=O)c2ccco2)c(=O)[nH]1
-0.65	-0.13	-16	Cc1ccc(SCc2nnc(N)s2)cc1
/	/	-24	COc1ccc(C2C(CC(=O)O)=C(Nc3ccccc3)C(=O)N2c2ccccc2)cc1 (stereo unspecified)
-0.19	-0.04	-40	CC(C)(C)c1nnc(N/N=C/c2ccccc2)n(N)c1=O
-0.2	-0.81	-14	Cn1c(-c2ccc(F)cc2)cnc1SCC(=O)Nc1ccccc1N1CCOCC1
-0.56	-0.76	33	CCc1nnc(NC(=O)c2sc3nc4c(cc3c2N)CCCCC4)s1
1.9	2.4	/	COCCn1nnnc1C(C(C)C)N(Cc1ccccc1)Cc1cc2cc(OC)ccc2[nH]c1=O (stereo unspecified)
0.9	1.1	-31	N#CCCN(C(=O)CSc1nc(-c2ccccc2)cn1N)c1ccc(F)cc1
/	/	-14	CCNc1ccc(C(=O)NN=C2CCCC2)cc1[N+](=O)[O-]
/	/	-47	S=C(NCC1CCCO1)Nc1ccc(Cl)c(Cl)c1 (stereo unspecified)
/	/	12	CC(=O)OCC(=O)Nc1ccccc1C
/	/	5	CCOC(=O)c1sc(NC(=O)CCN2CCCCCC2)c(C(=O)OCC)c1C
0.07	-0.03	/	COc1ccc(C(C(=O)NC2CCCC2)N(C(=O)c2ccoc2C)c2ccc(C)c(C)c2)cc1 (stereo unspecified)
0.94	0.14	11	O=C(CSc1nnc(Cc2ccccc2)o1)Nc1ccc2c(c1)OCO2
-1.7	-2.3	/	Clc1ccc(OCc2nc(-c3ccccn3)no2)c(Br)c1
/	/	-21	CC(Cl)C(=O)c1ccc2c(c1)CCN2C(=O)C1CC1 (stereo unspecified)
1.7	0.66	/	Cc1c(NC(=O)c2ccco2)cccc1-c1nc2cccnc2s1

# The list goes on:
SDO1 yeast rescue Rescue 24 h	SDO1 yeast rescue	Insulin prom inh	compound
1.1	1.1	0	CCN(CC)CCOc1ncnc2c1oc1ccccc12
-0.08	0.53	/	Cc1nc(C)c(C(=O)Nc2cccc(C)c2C)o1
0.98	1.1	14	O=C1CCCCCN1Cc1nnc(SCc2nc3ccccc3s2)n1-c1ccccn1
-0.02	-0.26	-10	CCC(COC(=O)Nc1cccc(C)c1C)NC(=O)OCC(C)C (stereo unspecified)
0.2	0.84	7	O=C(Nc1nccs1)NC1CCCCC1
-1.1	-1.6	14	COc1ccc2c(c1)c(CC(=O)Nc1ccc(C)cc1)c(C)n2C(=O)c1ccc(Cl)cc1
-0.47	-1	-3	Cc1c(Cl)c([N+](=O)[O-])nn1Cc1ccc(C(=O)Nc2ccc(Cl)cn2)o1
1.2	0.79	-24	O=C(NCc1ccc(F)cc1)C(c1ccccc1)N(CC1CCCO1)C(=O)Cn1nnc2ccccc21 (stereo unspecified)
-0.37	0.11	55	COc1ccc(NC(=O)Nc2nccs2)cc1
-0.89	-0.24	/	CC(=O)NC1(C2CCCCC2=O)CCCCC1 (stereo unspecified)
0.19	0.75	38	CC(=O)NC(Cc1c[nH]c2ccccc12)C(=O)Nc1ccc2c(c1)OCO2 (stereo unspecified)
-0.36	-0.18	34	O=S(=O)(NCc1cc(-c2ccccc2Cl)no1)c1ccccc1
/	/	-292	CCC(=O)N1CCc2cc(S(=O)(=O)CCC(=O)Nc3c(C)n(C)n(-c4ccccc4)c3=O)ccc21

# Reprinted from the results shown, 15 compounds:
SDO1 yeast rescue Rescue 24 h	SDO1 yeast rescue	Insulin prom inh	compound
-1.7	-2.3	/	Clc1ccc(OCc2nc(-c3ccccn3)no2)c(Br)c1
/	/	-21	CC(Cl)C(=O)c1ccc2c(c1)CCN2C(=O)C1CC1 (stereo unspecified)
1.7	0.66	/	Cc1c(NC(=O)c2ccco2)cccc1-c1nc2cccnc2s1
1.1	1.1	0	CCN(CC)CCOc1ncnc2c1oc1ccccc12
-0.08	0.53	/	Cc1nc(C)c(C(=O)Nc2cccc(C)c2C)o1
0.98	1.1	14	O=C1CCCCCN1Cc1nnc(SCc2nc3ccccc3s2)n1-c1ccccn1
-0.02	-0.26	-10	CCC(COC(=O)Nc1cccc(C)c1C)NC(=O)OCC(C)C (stereo unspecified)
0.2	0.84	7	O=C(Nc1nccs1)NC1CCCCC1
-1.1	-1.6	14	COc1ccc2c(c1)c(CC(=O)Nc1ccc(C)cc1)c(C)n2C(=O)c1ccc(Cl)cc1
-0.47	-1	-3	Cc1c(Cl)c([N+](=O)[O-])nn1Cc1ccc(C(=O)Nc2ccc(Cl)cn2)o1
1.2	0.79	-24	O=C(NCc1ccc(F)cc1)C(c1ccccc1)N(CC1CCCO1)C(=O)Cn1nnc2ccccc21 (stereo unspecified)
-0.37	0.11	55	COc1ccc(NC(=O)Nc2nccs2)cc1
-0.89	-0.24	/	CC(=O)NC1(C2CCCCC2=O)CCCCC1 (stereo unspecified)
0.19	0.75	38	CC(=O)NC(Cc1c[nH]c2ccccc12)C(=O)Nc1ccc2c(c1)OCO2 (stereo unspecified)
-0.36	-0.18	34	O=S(=O)(NCc1cc(-c2ccccc2Cl)no1)c1ccccc1

# Screening data as filed in PubChem BioAssay.

# The list is partial, so the mix of outcomes need not match the whole.
